beta cell repl = MIN6 beta-cell proliferation induction | AID 2380 | 330,000 tested, 0.29% active | proliferation, % at 10 µM | MIN6 cells proliferation, ATPlite luminescence, 48 h; cells starved in 0.2% serum; 100% = growth in 10% serum;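 active means compounds whose signal lies at least 3.5 SD above the mean of all wells on their plate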;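 further: 0% = DMSO-treated cells in low-serum medium and 100% = 10% serum control; some compounds called inactive have numbers as strong as hits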
mIAP activ = mouse IAP activation; muIAP, CDP-Star luminescence, 30 min; active compounds read high; 1 = vehicle-only enzyme signal, 0 = enzyme-free wells; 330,000 tested, 0.24% active; activation factor at 10 µM; AID 2805;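 active means activation factor of at least 2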; further: the source names both 10 and 20 µM as test concentration; values of inactives mirror those of a sister screen read the other way
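Assay system: mouse IAP enzyme; Reagent: CDP-Star chemiluminescent phosphatase substrate; Compound: DMSO-dissolved test compounds; Incubation: 30 min, room temperature; Technique: luminescence from enzymatic CDP-Star hydrolysis; Controls: DMSO-only wells and no-enzyme negative control.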
APOBEC3A inh = inhibitors of human APOBEC3A DNA deaminase; P31941; recombinant A3A, FAM/TAMRA ssDNA deamination fluorescence; inhibition, % at 20 µM; 330,000 tested, 0.41% active;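 active means at least 40% inhibition at 20 µM here, with at most 30% in a related deaminase screen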;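 further: plate controls were A3A with DMSO for no effect and wells lacking A3A enzyme for full effect; some results filed as inactive read as strong as hits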
Target sequence (P31941 whole entry, looked up): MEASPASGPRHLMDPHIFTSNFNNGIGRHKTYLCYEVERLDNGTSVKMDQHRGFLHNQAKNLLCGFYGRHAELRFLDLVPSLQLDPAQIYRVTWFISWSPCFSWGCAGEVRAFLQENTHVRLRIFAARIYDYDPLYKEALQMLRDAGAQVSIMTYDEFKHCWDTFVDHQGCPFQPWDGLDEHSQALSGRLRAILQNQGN
APOBEC3G inh = APOBEC3G (human) deaminase inhibition; Q9HC16; recombinant A3G, ssDNA deamination FAM/TAMRA fluorescence; inhibition, % at 20 µM; 330,000 tested, 0.28% active; AID 493012;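 active means inhibition of at least 40% at 20 µM, with no more than 30% in the related APOBEC3A deaminase screen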;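 further: plate controls were DMSO wells with A3G for no effect and wells lacking A3G enzyme for full effect; some compounds called inactive have numbers as strong as hits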
Target sequence (Q9HC16 whole entry, looked up): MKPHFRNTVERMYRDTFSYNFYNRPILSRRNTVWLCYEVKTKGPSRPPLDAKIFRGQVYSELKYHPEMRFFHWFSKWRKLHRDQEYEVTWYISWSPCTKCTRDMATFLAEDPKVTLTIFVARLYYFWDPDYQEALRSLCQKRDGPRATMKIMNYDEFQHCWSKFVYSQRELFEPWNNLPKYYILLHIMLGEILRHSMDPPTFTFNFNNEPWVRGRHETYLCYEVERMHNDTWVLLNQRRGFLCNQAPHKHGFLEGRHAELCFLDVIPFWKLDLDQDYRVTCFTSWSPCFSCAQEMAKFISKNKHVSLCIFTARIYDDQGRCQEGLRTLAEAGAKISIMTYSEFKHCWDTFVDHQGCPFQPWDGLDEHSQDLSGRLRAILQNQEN
hIAP activ = increases human intestinal alkaline phosphatase activity; P09923; purified human IAP, CDP-Star luminescence, 30 min; active compounds read high; 1 = vehicle-only enzyme, 0 = enzyme-free background; activation factor at 10 µM; 330,000 tested, 0.16% active; AID 2524;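 active means activation factor of the enzyme at least 2-fold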; further: the source names both 10 and 20 µM as test concentration; values of inactives mirror those of a sister screen read the other way
mIAP block = blocks mouse intestinal alkaline phosphatase; purified mouse IAP, CDP-Star luminescence, 30 min; inhibition, % at 10 µM; 330,000 tested, 0.2% active;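 active means inhibition of at least 40% at 10 µM in the primary screen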;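 further: plate controls were DMSO with enzyme for no effect and no enzyme wells for full effect; values of inactives mirror those of a sister screen read the other way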
SENP1 FRET inh = blocks the human SENP1 SUMO protease catalytic domain; inhibition, % at 10 µM; Q9P0U3; recombinant SENP1 catalytic domain, CyPet-SUMO1-YPet FRET cleavage; 360,000 tested, 0.21% active;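 active means inhibition at least 30% at 10 µM, raw YFP signal under a set limit, fluorescence ratio 0.5 to 1.5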;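 further: 0% = enzyme with DMSO and 100% = no enzyme wells; some results filed as inactive read as strong as hits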
Target sequence (Q9P0U3 419-644 limits assumed): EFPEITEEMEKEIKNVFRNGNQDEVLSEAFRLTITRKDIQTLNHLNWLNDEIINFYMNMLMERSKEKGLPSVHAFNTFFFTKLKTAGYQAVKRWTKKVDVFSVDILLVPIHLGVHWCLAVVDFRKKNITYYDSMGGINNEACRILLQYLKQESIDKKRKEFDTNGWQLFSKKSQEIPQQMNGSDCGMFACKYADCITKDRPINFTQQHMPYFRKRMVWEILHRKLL
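Assay system – human recombinant His6-tagged SENP1 catalytic domain enzyme · Input – SENP1 enzyme, 20 pM final · Buffer or medium – Tris pH 8 buffer plus EDTA, NaCl, BME, BSA, NP40, catalase · Schedule – 50 min reaction at room temperature · Technique – FRET read of cyan and yellow fluorescence · Control set – no-enzyme wells low, DMSO-plus-enzyme wells high control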
hIAP inh = human IAP inhibition; P09923; purified IAP, CDP-Star luminescence, 30 min; inhibition, % at 10 µM; 330,000 tested, 0.12% active; AID 2544;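 active means inhibition reaching a set limit with compound at 10 µM in the primary screen, cut at about 35% in these data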;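 further: plate controls were DMSO wells with enzyme for no effect and no-enzyme buffer wells for full effect; values of inactives mirror those of a sister screen read the other way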
NALP3 yeast inh = inhibitors of NALP3 inflammasome in yeast. Yeast reconstituted NLRP3/ASC/caspase-1, beta-gal luminescence, 24 h. inhibition, % at 10 µM. 330,000 tested, 0.39% active. AID 2825;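 active means inhibition of 50% or more; inactive means inhibition below 50%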;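 further: plate controls were induced DMSO wells for no effect and uninduced yeast grown without galactose for full effect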
Active calls of the source: *; · = not tested or not shown.

canonical_smiles	beta cell repl	mIAP activ	APOBEC3A inh	APOBEC3G inh	hIAP activ	mIAP block	SENP1 FRET inh	hIAP inh	NALP3 yeast inh
O=C(N/N=C/c1ccncc1)c1cccc(NC(=O)c2ccc(Cl)cc2)c1	3	0.9	0	-12	0.98	10	2	2	2
O=C(N/N=C/c1ccc(Sc2nc3ccccc3s2)c([N+](=O)[O-])c1)c1ccccn1	-5	0.86	1	-1	1.1	14	3	-5	10
CCOc1ccc(C(=O)CCC(=O)NNC(=O)CCN2CCN(c3ccccc3)CC2)cc1	1	1	-3	-6	1.4	-2	1	-41	14
Cc1occc1C(=O)N1CCN(c2ccc([N+](=O)[O-])cc2)CC1	-3	0.92	-1	3	0.95	8	1	5	4
NC(=O)C(=O)N/N=C1\CCc2ccccc21	-1	0.98	-10	-5	0.94	2	1	6	-1
N=C1C(c2ccc(Br)cc2)=C(O)C2CCc3ccccc3N12 (configuration not stated)	2	1	-3	0	0.94	-4	2	6	6
NC(=O)N/N=C/c1ccc(OCc2cccc(Cl)c2)cc1	-3	1.1	-8	-13	1.1	-13	2	-7	13
O=C(NCc1ccccc1Cl)c1ccc(S(=O)(=O)NCc2ccco2)cc1	2	0.96	-2	-9	0.91	4	1	9	40
CN(CC(=O)Nc1ccc(F)c(F)c1F)C(=O)C1CCCC1	0	1	-2	-9	1.1	-4	1	-9	20
COc1ccc(C(=O)Nc2cccc3c2CCCC3)c(OC)c1	-1	0.96	-3	-9	0.94	4	-1	6	23
CC(CNC(=O)COC(=O)c1ccco1)c1ccccc1 (configuration not stated)	-1	0.99	-4	-6	1	1	0	-1	11
Cc1nnsc1C(=O)NC1CCCc2c1cnn2-c1ccc(F)cc1F (configuration not stated)	-6	0.94	1	-3	0.95	6	-7	5	12
O=[N+]([O-])c1cc(C(F)(F)F)ccc1NCCc1c[nH]c2ccc(O)cc12	-4	0.99	-3	0	0.84	0	3	16	35
COC(=O)CN(c1nc(C)cc(OC)n1)S(=O)(=O)c1ccc(C)cc1	3	1.1	-6	-7	0.91	-6	2	9	22
COc1ccc(CN2CCN(S(=O)(=O)c3ccccc3)CC2)cc1Br	-1	1	0	0	0.9	0	3	10	10
COc1ccc(N2CCN(C(c3cccs3)C(C)NS(C)(=O)=O)CC2)cc1 (configuration not stated)	-5	0.97	-4	2	1	3	0	-2	0
Cc1nc2ncnn2c(C)c1CCC(=O)N1CCN(c2ccccn2)CC1	-3	0.99	-2	-7	1	1	-1	-3	-9
CCN(CC(=O)Nc1c(F)cccc1F)C(=O)CCc1nc2ccccc2c(=O)[nH]1	0	0.98	3	-2	1.1	2	-9	-6	7
Nc1cc(=O)[nH]c(SCc2nc3ccccc3n2Cc2ccccc2)n1	-2	1.2	-7	-1	1.1	-17	-1	-7	3
Cc1ccc(C(=O)c2c3ccc(C(F)(F)F)cc3[n+]([O-])n2CCCN)cc1	-2	0.89	-1	-4	0.83	11	1	17	22
COC(=O)/C=C1/SC(=NC(=O)c2ccc(F)cc2)NC1=O	2	1	-2	-5	0.97	-1	1	3	0
Cc1nn(CC#N)c(=O)n1-c1ccc(F)cc1	0	0.99	-7	-10	1	1	3	0	18
C[C@H]1COC(=O)[C@H](Cc2ccc(F)cc2)CC/C=C/C[C@@H](CC(=O)N(CCO)Cc2ccccc2)C(=O)N1	-1	1.1	-1	-3	1.2	-10	4	-18	15
Cc1nc2ncnn2c(N2CCCC(C(=O)Nc3ccccc3Br)C2)c1C (configuration not stated)	-4	1.1	-5	-4	1.2	-7	-2	-18	7
Cc1ccc(N2CC(C(=O)NCCN3CCOCC3)CC2=O)cc1C (configuration not stated)	3	1.1	1	-6	0.99	-6	1	1	-3
Clc1ccc2nc(CSc3nnc4ccccn34)cn2c1	-2	0.99	-3	-4	1.2	1	-1	-23	9
Cc1ccccc1C(C(=O)NC1CCCCC1)N(C(=O)c1ccccn1)c1cccnc1 (configuration not stated)	-2	1.1	3	2	1.1	-7	1	-7	-2
CC(C)(C)c1ccc(NS(=O)(=O)c2ccc(N)cc2)cc1	-2	0.99	-1	-5	0.98	1	1	2	0
Cc1ccc(C(=O)N=c2sccn2C)cc1S(=O)(=O)N1CCOCC1	-4	0.98	14	-6	0.92	2	0	8	15
CCOc1ccccc1C(=O)Nc1nnc(SCC(=O)Nc2cc(C)on2)s1	3	1	-1	-6	1.1	-1	1	-10	4
Cc1cccc(-n2c(C)n[nH]c2=S)c1	2	0.97	-2	3	1.1	3	1	-7	9
O=C(CSc1ncn[nH]1)NCCCc1ccccc1	0	1	8	11	1.2	-4	-2	-19	18
CC1Cc2ccccc2N1Cc1nc2scc(-c3cccs3)c2c(=O)[nH]1 (configuration not stated)	-1	0.79	3	0	1.1	22	-16	-12	13
COc1cc2c(C(=O)NC3CCCCCC3)cn(C)c(=O)c2cc1OC	-1	0.96	-1	-3	1.1	4	1	-7	11
COc1ccc(C2=NO[C@@H]3C(=O)N(Cc4ccccc4)C(=O)[C@H]23)c(OC)c1	-1	1.1	0	0	1.1	-7	1	-12	10
OC(CNCc1ccco1)Cn1c2ccc(Br)cc2c2cc(Br)ccc21 (configuration not stated)	-5	1.1	-5	12	1	-6	2	-1	6
Cc1ccc(S(=O)(=O)Nc2c(C)n(C)n(-c3ccccc3)c2=O)c(C)c1	-3	1	-4	-3	0.98	-2	1	2	23
COc1ccc(CNC(=O)C2CCN(S(=O)(=O)c3ccc(-c4nn[nH]n4)cc3)CC2)cc1	-4	1.1	2	4	1.1	-8	0	-9	10
CCCCN(C(=O)c1ccc(N2CCCC2=O)cc1)c1c(N)n(CCC)c(=O)[nH]c1=O	-3	1.1	-4	-8	1.2	-9	1	-17	2
CCOC(=O)c1ccc(NC(=O)c2cc(C)nc3ccccc23)cc1	-2	1	0	-4	0.74	-3	0	26	13
Cc1snc(SCC(=O)c2ccc(F)cc2)c1C#N	-1	0.93	-3	-5	0.97	7	-35	2	-2
Cn1cccc1/C=N/NC(=O)c1sc2cc(Cl)ccc2c1Cl	0	0.89	-1	-6	1	12	·	-2	11
O=C(Nc1c(F)cccc1F)C1CCN(C(=O)c2cccs2)CC1	-1	1	1	5	1.1	-3	2	-11	11
CC(=O)c1c(C)[nH]c(C(=O)CN2C(=O)NC(CCc3ccccc3)C2=O)c1C (configuration not stated)	-1	0.92	5	-4	1.1	8	-4	-7	5
CCC(=O)N(c1nnc(SCC(=O)c2ccc[nH]2)s1)C1CC1	-1	1.1	0	-1	1.1	-6	-15	-10	19
OCCC1CN(Cc2cccn2-c2nccs2)CCN1Cc1ccccc1 (configuration not stated)	5	0.99	-4	-4	0.96	1	-2	4	5
Cc1ccc([C@@H]2CC=C(C(=O)O)[C@H](c3ccc(Br)cc3)N2S(=O)(=O)c2ccc(C)cc2)cc1	-5	0.84	-2	-1	1.2	16	2	-24	-5
O=C(c1ccc(OC(F)(F)F)cc1)c1ncc[nH]1	-1	1	0	1	1.3	-3	0	-27	17
O=C(NCc1ccccc1F)C1CCN(C(=O)NCc2ccccc2)CC1	-3	0.99	-4	-6	0.95	1	2	5	0
S=C(NCCc1ccccc1)Nc1ccc(Cl)cc1Cl	-6	1.8	-4	-5	0.98	-84	4	2	49
COc1ccc(NS(=O)(=O)c2ccc(SC)cc2)c(OC)c1	1	0.99	1	3	1	1	0	-2	-2
COc1ccc(C(=O)NNC(=O)c2cc(C)[nH]n2)cc1	0	0.82	0	-3	1.6	18	4	-61	21
COc1cccc2[nH]c3c(N4CCc5ccccc5C4)ncnc3c12	-6	1.3	3	-8	1.1	-26	·	-10	-2
COc1cc(OC)c(NC(=O)c2ccoc2C)cc1Cl	-1	1	1	-4	0.99	-5	1	0	33
CCOC(=O)c1cc2c(ccc3ccccc32)oc1=O	2	0.98	0	-3	0.97	2	-31	3	6
COc1cc2nc(CSc3nc(-c4ccc(F)cc4)cs3)[nH]c(=O)c2cc1OC	-3	1	-1	-8	1	-1	-9	-4	7

Additional results.
canonical_smiles	beta cell repl	mIAP activ	APOBEC3A inh	APOBEC3G inh	hIAP activ	mIAP block	SENP1 FRET inh	hIAP inh	NALP3 yeast inh
O=C(NC(Cc1ccccc1)C(=O)O)/C(=C/c1ccc([N+](=O)[O-])cc1)NC(=O)c1ccccc1Br (configuration not stated)	-2	0.97	0	-1	0.98	3	1	2	5
COc1ccccc1CNC(=O)CSc1ccc(-c2cccc([N+](=O)[O-])c2)nn1	1	1	-6	-4	0.95	-4	2	5	-13
CCOC(=O)N1CCN(C(=O)CSc2nnc(Cc3cccn3C)n2CCc2ccccc2)CC1	-4	0.95	2	-6	0.95	5	-2	5	-19
CCc1ccc(OCC(=O)Nc2ccc(-c3cc4ccccc4oc3=O)c(OC)c2)cc1	-5	1	-2	-6	1	-2	-39	0	4
c1ccc(-c2nnc(SCc3nnc(-c4cccs4)o3)o2)cc1	-4	0.97	9	1	1.1	3	1	-6	13

Source: PubChem BioAssay (Sanford-Burnham Center for Chemical Genomics)

Only part of the results is shown (hit frequency here may not be typical).
